Assay outcomes (PubChem)
All columns: NCI-60 one-dose screen, growth in % after 48 h at 10 µM unless noted; 100 = growth as untreated, 0 = no growth, -100 = all killed.
HL-60(TB) – HL-60(TB) leukemia cells; 78,000 compounds, 9% hits; AID 1794776; active means growth percent below 10
An asterisk follows results filed as active; & = joins results of further samples. Some of the compounds tested, so the mix of outcomes need not match the whole.

Sample of the layout, 20 compounds:
SMILES	HL-60(TB)
CCC1(C)c2c(cc([N+](=O)[O-])c(C)c2[N+](=O)[O-])C(C)(C)C1C (stereo not drawn)	104
COc1cc(C2CC(c3ccc(Cl)cc3)=NN2C(C)=O)ccc1Oc1nc2c(c(=O)n(C)c(=O)n2C)n1C (stereo not drawn)	94
Nc1nc(SCc2ccc(Cl)cc2)c2ncn(C3OC(CO)C(O)C3O)c2n1 (stereo not drawn)	92
COc1ccc(C2=C(c3cccc(OC)c3)C(=O)c3ccc(C)nc3C2=O)cc1	41
C[C@]12CCC(=O)CC1CC[C@@H]1C2CC[C@@]2(C)C1CC[C@@H]2OC(=O)CC[Se][Se]CCC(=O)O[C@H]1CCC2[C@@H]3CCC4CC(=O)CC[C@]4(C)C3CC[C@@]21C (stereo partly drawn)	9.2*
Cc1ccc(Nc2nnc(-c3c[nH]c4ccccc34)o2)c(C)c1	1.4*
N#CCCCC(CCCC#N)(c1ccccc1)c1ccccc1	84
COc1cc(-c2ccc(-c3ccc(C(=N)N)cn3)o2)cc(OC)c1OC	104
Oc1ccccc1C1SC(c2ccccc2O)SC(c2ccccc2O)S1 (stereo not drawn)	69
CC(=O)Oc1cc(C(C)C)ccc1C	114
CN(C)c1ccc(/C=N\c2[nH]c(=S)nc3oc(-c4ccccc4)c(-c4ccccc4)c23)cc1	68
N#Cc1cnc2n(c1=N)CCCCC2	111
COc1ccc(C(=O)/C=C/c2ccc(Cl)cc2)cc1S(=O)(=O)Nc1c(N)nc(SC)[nH]c1=O	37
CC(C)c1nc(N(C)S(C)(=O)=O)nc(-c2ccc(F)cc2)c1/C=C/C(=O)C[C@@H](O)CC(=O)O	106
CC(C)C(=O)NCCO	95
CC(=O)COc1ccccc1	108
CCn1cc(C(=O)O)c(=O)c2ccc(C)nc21	102
CCCCC(C(=O)OCC)(C(=O)OCC)C(C)CC (stereo not drawn)	88
Cn1cc(-c2cc(-c3cn(C)c4ccc(Cl)cc34)on2)c2cc(Cl)ccc21	103
Cc1ccc(C[P+](c2ccccc2)(c2ccccc2)c2ccccc2)cc1	-63*

All compounds of this part, from the start:
SMILES	HL-60(TB)
CCC1(C)c2c(cc([N+](=O)[O-])c(C)c2[N+](=O)[O-])C(C)(C)C1C (stereo not drawn)	104
COc1cc(C2CC(c3ccc(Cl)cc3)=NN2C(C)=O)ccc1Oc1nc2c(c(=O)n(C)c(=O)n2C)n1C (stereo not drawn)	94
Nc1nc(SCc2ccc(Cl)cc2)c2ncn(C3OC(CO)C(O)C3O)c2n1 (stereo not drawn)	92
COc1ccc(C2=C(c3cccc(OC)c3)C(=O)c3ccc(C)nc3C2=O)cc1	41
C[C@]12CCC(=O)CC1CC[C@@H]1C2CC[C@@]2(C)C1CC[C@@H]2OC(=O)CC[Se][Se]CCC(=O)O[C@H]1CCC2[C@@H]3CCC4CC(=O)CC[C@]4(C)C3CC[C@@]21C (stereo partly drawn)	9.2*
Cc1ccc(Nc2nnc(-c3c[nH]c4ccccc34)o2)c(C)c1	1.4*
N#CCCCC(CCCC#N)(c1ccccc1)c1ccccc1	84
COc1cc(-c2ccc(-c3ccc(C(=N)N)cn3)o2)cc(OC)c1OC	104
Oc1ccccc1C1SC(c2ccccc2O)SC(c2ccccc2O)S1 (stereo not drawn)	69
CC(=O)Oc1cc(C(C)C)ccc1C	114
CN(C)c1ccc(/C=N\c2[nH]c(=S)nc3oc(-c4ccccc4)c(-c4ccccc4)c23)cc1	68
N#Cc1cnc2n(c1=N)CCCCC2	111

Some of these compounds in order of number of heavy atoms, highest first:
SMILES	HL-60(TB)
C[C@]12CCC(=O)CC1CC[C@@H]1C2CC[C@@]2(C)C1CC[C@@H]2OC(=O)CC[Se][Se]CCC(=O)O[C@H]1CCC2[C@@H]3CCC4CC(=O)CC[C@]4(C)C3CC[C@@]21C (stereo partly drawn)	9.2*
Nc1nc(SCc2ccc(Cl)cc2)c2ncn(C3OC(CO)C(O)C3O)c2n1 (stereo not drawn)	92
N#Cc1cnc2n(c1=N)CCCCC2	111

The listing continues:
SMILES	HL-60(TB)
COc1ccc(C(=O)/C=C/c2ccc(Cl)cc2)cc1S(=O)(=O)Nc1c(N)nc(SC)[nH]c1=O	37
CC(C)c1nc(N(C)S(C)(=O)=O)nc(-c2ccc(F)cc2)c1/C=C/C(=O)C[C@@H](O)CC(=O)O	106
CC(C)C(=O)NCCO	95
CC(=O)COc1ccccc1	108
CCn1cc(C(=O)O)c(=O)c2ccc(C)nc21	102
CCCCC(C(=O)OCC)(C(=O)OCC)C(C)CC (stereo not drawn)	88
Cn1cc(-c2cc(-c3cn(C)c4ccc(Cl)cc34)on2)c2cc(Cl)ccc21	103
Cc1ccc(C[P+](c2ccccc2)(c2ccccc2)c2ccccc2)cc1	-63*
O=C(O)c1cn(C2CC2)c2cc(N3CCN(Cc4ccc5ccccc5c4O)CC3)c(F)cc2c1=O	70
CCOC(=O)c1cccc2nc3n(c12)CCC3	105
CC(C)(C)N1CCC1CN (stereo not drawn)	125
O=C(COC(=O)c1cc2ccccc2cc1O)Nc1ccc2c(c1)OCO2	98
O=C1CC(c2ccc3c(c2)OCO3)Nc2ccccc21 (stereo not drawn)	0.9*
CSCCC(NCCC#N)C(=O)O (stereo not drawn)	84
O=C(NC(=S)n1oc(=O)c2ccccc21)c1ccccc1	101
N#CC1OC(COC(=O)c2ccccc2)C(O)C1O (stereo not drawn)	106
C#CCC1(c2ccco2)NS(=O)(=O)c2ccccc21 (stereo not drawn)	64
Nc1[nH]c(=O)[nH]c(=O)c1N=O	112&91&121
CC(O)(CC(=O)O)CC(=O)O	99&98
OCCC(N1CCOCC1)C(O)(c1ccccc1)c1ccccc1 (stereo not drawn)	102
COc1ccc(Nc2cc(Cl)ccc2C(=O)O)cn1	96
C[C@@H]1CN(c2ccc3ncc(C#Cc4cncc(C(=O)Nc5ccc(CN6CCN(C)CC6)c(C(F)(F)F)c5)c4)n3n2)C[C@H](C)O1	-31*
Cc1sc2c(c1C)c(=O)nc1c(-c3nc(-c4ccccc4)no3)n[nH]n12	101
CCC(C)(C)NC(N)=O	101
CCCCC1CCc2cccc3c(SCC(=O)N(C)c4ccc(Br)cc4)cc[n+]1c23 (stereo not drawn)	100
COc1cc(C2Nc3c(ccc4ccccc34)-n3c(C)cc(=O)n32)cc(OC)c1OC (stereo not drawn)	85
O=C(CCCN1CCN(c2ccccc2)CC1)c1ccc(F)cc1	93
NC(=O)c1ccc[n+](Cc2ccccc2)c1	152
COc1ccc(-c2nc(N=Nc3c(O)[nH]c4ccc(Cl)cc34)nc(N3CCOCC3)c2C#N)cc1	101
O=C1/C(=C/N2N=C(c3ccc(Cl)cc3)CC2c2ccccc2O)SC(=S)N1c1cccc(C(F)(F)F)c1 (stereo not drawn)	52
Cc1cc(C)c2c(N)c(-c3nc4cc(Cl)ccc4o3)sc2n1	99
C[N+]1(C)CCC(c2ccccc2)(c2ccccc2)C(=O)C1Cc1ccccc1 (stereo not drawn)	80
NC(=O)c1cc2ccccc2s1	106
O=[N+]([O-])c1ccc(N2CCCC2)cc1	110
CC(C)(O)Cc1ccccc1	109&105
COc1ccc(/C=C2\Oc3cc(OCCCN4CCCC4)ccc3C2=O)cc1OC	101
CC1CCc2c(sc3nc(/C(C#N)=C/c4cn(-c5ccccc5)nc4-c4ccc5c(c4)OCCO5)[nH]c(=O)c23)C1 (stereo not drawn)	89
[N-]=[N+]=CC(=O)OCC(N)C(=O)O (stereo not drawn)	42
CCCCCCCCCCCCCCn1cc(C2=C(c3coc4ccc(OC)cc34)C(=O)N(O)C2=O)c2ccccc21	103
Cc1ccc(COc2nc(C)cc(C)c2C#N)cc1	98
O=Cc1cc2c(cc1Br)OCO2	87
CC(=O)C1=NCC(=O)N(c2ccc(Cl)cc2)N1	96
CCCCCCCC/C=C\CCCCCCCCCCCC(=O)O	128
O=C1NC(=O)C(C2CCCCCC2)C(=O)N1	91
CCOC(=O)c1cc(Cl)nc2ccc(OC)cc12	125
CC(C)OC1CCCC(O)C1CC(=O)O (stereo not drawn)	111
Cc1ccc(-c2nc3cc4nc5ccccc5[nH]c4cc3n2)o1	85
COc1cc(OC)cc(-c2ccc(C(=N)N)nc2)c1	102
COc1cccc(N2CCN(C(=O)c3cc4ccccc4nc3Nc3cc(OC)c(OC)c(OC)c3)CC2)c1	92
CCOC(=O)C1=C(C)C(Br)=N/C1=C\c1[nH]c(C)c(C(=O)OCC)c1C	95
OCCCCCOCc1ccccc1	102
Cc1cn(-c2cc(NC(=O)c3cncc(C#Cc4cnc5ccc(O[C@@H]6CCOC6)nn45)c3)cc(C(F)(F)F)c2)cn1	-33*
O=C(Nc1ccc(NC(=O)c2cc(S(=O)(=O)NCCc3c[nH]c4ccccc34)c(O)c(O)c2O)cc1)c1cc(S(=O)(=O)NCCc2c[nH]c3ccccc23)c(O)c(O)c1O	87
O=C(O)COc1ccc(F)cc1[N+](=O)[O-]	101
c1ccc(C(c2nc3ncncc3[nH]2)N2CSc3nc4ncncc4n3C2)cc1 (stereo not drawn)	40
N#C/C(=C\c1cccs1)c1cc2ccccc2[nH]1	103
CC(=O)Nc1ccc(Oc2ccccc2)cc1	120
N#CCC(=O)NC(=S)Nc1ccc(S(=O)(=O)Nc2ccc(Cl)nn2)cc1	103
COC(=O)[C@H](CSC)N(C)C(=O)[C@@H]1CSSC[C@@H](NC(=O)c2nc3ccccc3cc2O)C(=O)NCC(=O)N1C	0.6*
OCCCNc1nccc(NCCCNc2ccnc3cc(Cl)ccc23)n1	93
More entries.
SMILES	HL-60(TB)
CCOC(=O)c1c(N)sc2cc(O)ccc12	94
COC(=O)C1C(O)CON(c2ccccc2)C1c1ccccc1 (stereo not drawn)	105
Cc1c(C(=O)NNC(=O)Nc2ccc(Cl)cc2)nnn1-c1ccc([N+](=O)[O-])cc1	82
CC(=O)OC(C(=O)O)c1ccccc1 (stereo not drawn)	3.7*
CC(C)(C)C1CCC(N)CC1 (stereo not drawn)	101
O=C(Nc1cncnc1Oc1cccc(C(F)(F)F)c1)c1ccc(F)cc1	124
O=C(O)c1cc(O)[nH]c(=O)c1	101
NS(=O)(=O)c1ccc(-n2ncc3c2ncn2c(Nc4ccccc4)nnc32)cc1	85
O=[N+]([O-])c1ccccc1N1CCCCC1	91
CC1CCCN(C(c2ccccc2)C(O)c2ccccc2)C1 (stereo not drawn)	95
C1CCC(N2CCOCC2)CC1	98&71&96
CN(C)c1cccc(C(=O)O)c1	106
CC(=O)N1CCc2ccc(N)cc21	109
Cc1cc(N2CCN(CC(=O)Nc3ccc4c(ccn4Cc4ccccc4)c3)CC2)nc(N2CCC(C)CC2)n1	43
CCCSc1oc(-c2ccccc2)nc1S(=O)(=O)c1ccc(C)cc1	85
Cc1cc(=O)oc2ccc3ccccc3c12	87
Cc1nc2sc(C(=O)Nc3ccccc3Cl)c(N)c2cc1C(C)O (stereo not drawn)	59
CCC(C)/C=C(C)/C=C/C(=O)c1c(O)c(-c2ccc(O)cc2)c[nH]c1=O (stereo not drawn)	36
CSCCC(NS(=O)(=O)Cc1ccccc1)C(=O)NNc1ccccc1 (stereo not drawn)	24
C=C1CCC2C3(C)COC(c4ccc(Cl)cc4)OC3CCC2(C)C1/C=C/C1=CCOC1=O (stereo not drawn)	44
O=S(=O)(O)c1cc(O)c2c(O)c(N=Nc3ccccc3)c(S(=O)(=O)O)cc2c1	99
CCC1(CC)C(C#N)C(=O)NC(=O)C1C#N (stereo not drawn)	62
Cc1cc(C)c(N=Nc2no[n+]([O-])c2C#N)c(C)c1	82
O=C(O)c1cc(Br)cc(Br)c1O	97
Fc1[nH]nc2ccc([C@@H]3Nc4ccc5[nH]ncc5c4[C@H]4C5CCC(C5)[C@@H]34)cc12 (stereo partly drawn)	14
CN=c1scc(-c2ccc(OC)cc2)n1NC(=O)Cn1nc(-c2ccccc2)ccc1=O	95
COc1ccc(Cc2cnc(NC(=O)c3ccc4c(c3)OCCO4)s2)cc1	-42*
O=C(c1c[nH]c2ccccc12)C(Sc1nc2ccccc2c(=O)[nH]1)c1ccccc1 (stereo not drawn)	93
CN(C)C(=O)c1ccc(N=Nc2c(O)c3ccccc3[nH]c2=O)cc1	67
Nc1nc(Nc2ccc(OCc3cccc(F)c3)cc2)c2c(n1)[nH]c1ccc(O)cc12	-65*
CC(=O)NC1C(O[C@H]2CC[C@]3(C)[C@H]4CC=C5[C@@H]6CC(C)(C)CC[C@]6(C(=O)OC6OCC(O)C(O)C6OC6OCC(O)(CO)C6O)[C@H](O)C[C@@]5(C)[C@]4(C)CC[C@H]3C2(C)C)OC(COC2OCC(O)C(O)C2OC2OCC(O)C(O)C2O)C(O)C1O (stereo partly drawn)	93
COc1cc(/C=C\c2cccnc2Nc2ccccc2)cc(OC)c1OC	54
COC(=O)N1CCCCC1	84
CCOC(=O)C(NC(C)=O)C(=O)c1ccccc1 (stereo not drawn)	117
Cc1ccc(-c2nnc(SCc3ccc(O)c4ncccc34)o2)cc1	4.6*
COC(=O)Nc1ccc(-c2nc(-c3cccc(OCCN4CCOCC4)c3)c(-c3ccnc(Br)c3)[nH]2)cc1	50
COc1cccc(C=C(C#N)C#N)c1	102
CCSc1nnc(-c2c(C)nc3ccc(C)cn23)o1	102
O=C(Nc1ccc(Oc2cccc(Cl)c2)c(Cl)c1)c1cccnc1	6.1*
CCCC[C@@H](CC)COC(=O)C(C#N)=C(c1ccccc1)c1ccccc1	84
CC(=O)c1ccc2c(c1)[nH]c1ccccc12	106
CC(C)(C)OC(=O)NCc1cccc(N=C=S)c1	-24*
CNC(=O)C(C)C	99
COc1ccc(-c2ccc3c(C)nc4oc(-c5ccc(OC)cc5)nc4c3n2)cc1	68
COC(=O)c1cc(C=C(C)C)[nH]c(=O)c1C#N	100
Cc1cc(C(N)=S)no1	91
C=C(CBr)[C@@H]1CC[C@]2(C(=O)O)CC[C@]3(C)[C@H](CC[C@@H]4[C@@]5(C)CCC(=O)C(C)(C)[C@@H]5CC[C@]43C)[C@@H]12	72
CC(C)Cn1c(O)c(N=Nc2nc(-c3cc4ccccc4oc3=O)cs2)c2cc(Br)ccc21	102
O=c1cc(-c2ccccc2O)oc2ccc3ccccc3c12	74
O=C(CSc1nc2ccccc2c(=O)n1-c1ccc(S(=O)(=O)Nc2ccc(Cl)nn2)cc1)NC1CCCCC1	109
NS(=O)(=O)c1ccc(NC(=O)CC(=O)c2ccccc2)cc1	83
COC(=O)c1ccc(C2SCC(=O)N2NC(=O)c2[nH]c3ccc(F)cc3c2-c2ccccc2)cc1 (stereo not drawn)	106
COc1cc(-c2nn(C(C)(C)C)cc2-c2ccnc(NCCCNS(=O)(=O)c3ccc(Br)cc3)n2)ccc1F	104
NC(=O)Cc1ccc2c(c1)[nH]c1ccccc12	102
